Assay outcomes: PubChem BioAssay, The Scripps Research Institute Molecular Screening Center
PAD4 inh: inhibitors of human PAD4 | AID 485272 | hit rate 0.41% among 330,000 | inhibition, % at 6.36 µM | recombinant PAD4, RCA probe fluorescence polarization;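 active means percent inhibition above a cutoff equal to the mean of all tested compounds plus 3 SD, cut at about 15% in these data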;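 further: 0% = PAD4 with RCA probe and DMSO and 100% = probe without PAD4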
PAFAH1B2 FP inh: inhibitors of human PAFAH1B2; P68402; AID 492953; inhibition, % at 3.39 µM; recombinant PAFAH1B2, FP-rhodamine activity probe, fluorescence polarization; hit rate 1.2% among 340,000;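 active means inhibition above the mean of all tested compounds plus 3 SD, cut at about 24% in these data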;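 further: 0% = enzyme with DMSO and 100% = wells lacking PAFAH1B2; many of its hits are not listed in these tables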
PAFAH1B3 inh: blocks human PAF acetylhydrolase 1B catalytic subunit 3; Q15102; recombinant PAFAH1B3, FP-rhodamine probe, fluorescence polarization; inhibition, % at 3.39 µM; hit rate 0.28% among 340,000;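 active means inhibition above the screen-wide average of all tested compounds plus 3 SD, cut at about 25% in these data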;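 further: 0% = enzyme with DMSO only and 100% = wells lacking PAFAH1B3 protein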
Target sequence (Q15102 whole entry, looked up): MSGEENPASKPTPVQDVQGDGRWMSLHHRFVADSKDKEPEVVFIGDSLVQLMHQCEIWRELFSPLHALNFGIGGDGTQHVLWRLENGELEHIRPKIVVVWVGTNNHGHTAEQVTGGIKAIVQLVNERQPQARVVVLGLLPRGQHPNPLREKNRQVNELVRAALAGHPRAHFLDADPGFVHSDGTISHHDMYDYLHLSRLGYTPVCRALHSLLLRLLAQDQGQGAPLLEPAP
PAFAH2 FP inh: PAFAH2 (human) inhibition; Q99487; recombinant PAFAH2, FP-rhodamine activity probe, fluorescence polarization; inhibition, % at 3.39 µM; hit rate 0.99% among 340,000;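 active means inhibition above the mean over all tested compounds plus 3 SD, cut at about 30% in these data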;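 further: inhibitors block probe labeling of enzyme so polarization drops; 0% = enzyme with DMSO and 100% = wells lacking PAFAH2 protein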
LYPLA2 inh: blocks human lysophospholipase 2, a PME1 counter-screen; AID 2177; hit rate 0.38% among 320,000; inhibition, % at 5.9 µM; O95372; recombinant LYPLA2, FP-Rh probe fluorescence polarization;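 active means inhibition above the screen-wide mean plus 3 SD, limit set per campaign, cut at about 26% in these data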;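 further: 0% = LYPLA2 with DMSO and 100% = wells lacking LYPLA2 enzyme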
pPAFAH inh: inhibitors of human plasma PAF acetylhydrolase (pPAFAH); recombinant pPAFAH, FP-rhodamine probe fluorescence polarization; AID 463082; hit rate 1.5% among 330,000; inhibition, % at 3.39 µM; Q13093;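 active means inhibition above the mean inhibition across the screen plus 3 SD, cut at about 25% in these data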;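 further: inhibitors block binding of the rhodamine activity-based probe so polarization drops; 0% = enzyme with DMSO and 100% = wells lacking pPAFAH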
Target sequence (Q13093 whole entry, looked up): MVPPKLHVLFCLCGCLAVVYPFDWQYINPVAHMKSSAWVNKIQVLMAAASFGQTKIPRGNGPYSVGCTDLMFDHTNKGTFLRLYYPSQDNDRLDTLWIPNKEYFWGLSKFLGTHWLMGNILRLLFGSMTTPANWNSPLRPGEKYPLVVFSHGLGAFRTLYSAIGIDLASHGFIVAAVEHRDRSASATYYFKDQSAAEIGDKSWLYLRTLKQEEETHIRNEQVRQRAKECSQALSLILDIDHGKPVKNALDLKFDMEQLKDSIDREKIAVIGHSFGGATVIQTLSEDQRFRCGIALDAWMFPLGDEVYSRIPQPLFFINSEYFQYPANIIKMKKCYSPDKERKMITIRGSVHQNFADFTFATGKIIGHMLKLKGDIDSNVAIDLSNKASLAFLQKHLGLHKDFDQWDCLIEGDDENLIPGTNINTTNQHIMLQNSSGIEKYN
LYPLA1 counter: LYPLA1 (human) inhibition in PME1 counter-screen. hit rate 0.16% among 320,000. recombinant LYPLA1, FP-Rh probe fluorescence polarization. inhibition, % at 5.9 µM. O75608;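 active means inhibition above the mean of all tested compounds plus 3 SD, set per campaign, cut at about 14% in these data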;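 further: inhibitors block serine hydrolase probe labeling of LYPLA1 so polarization falls; 0% = enzyme with DMSO and 100% = wells lacking LYPLA1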
GSTO1 counter: blocks human GSTO1 in RBBP9 counter-screen; inhibition, % at 5.96 µM; P78417; hit rate 1.1% among 300,000; recombinant GSTO1, activity-based probe fluorescence polarization;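 active means inhibition above the campaign mean inhibition plus 3 SD, cut at about 35% in these data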;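 further: 0% = GSTO1-1 with DMSO and 100% = wells lacking GSTO1-1 enzyme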
PME-1 inh: blocks human protein phosphatase methylesterase 1 | Q9Y570 | hit rate 0.53% among 320,000 | AID 2130 | inhibition, % at 5.9 µM | recombinant PME-1, FP-Rh probe fluorescence polarization;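 active means inhibition above the campaign mean of all compounds plus 3 SD, cut at about 26% in these data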;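 further: competitive labeling of PME-1 active site by serine hydrolase directed probe; 0% = PME-1 with DMSO and 100% = wells lacking PME-1 enzyme; inhibitors block probe labeling so polarization falls and inhibition rises; many of its hits are not listed in these tables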
Target sequence (Q9Y570 whole entry, looked up): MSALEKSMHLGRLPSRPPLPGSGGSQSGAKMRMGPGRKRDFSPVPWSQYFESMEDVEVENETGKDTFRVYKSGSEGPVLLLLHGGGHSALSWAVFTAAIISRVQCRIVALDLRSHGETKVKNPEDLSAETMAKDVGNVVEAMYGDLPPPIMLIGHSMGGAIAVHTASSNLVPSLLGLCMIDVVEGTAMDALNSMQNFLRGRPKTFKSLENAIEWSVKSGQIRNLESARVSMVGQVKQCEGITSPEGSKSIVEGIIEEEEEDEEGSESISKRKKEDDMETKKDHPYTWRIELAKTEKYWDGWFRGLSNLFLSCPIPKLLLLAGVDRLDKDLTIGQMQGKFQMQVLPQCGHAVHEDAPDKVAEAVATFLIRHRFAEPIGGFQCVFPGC
The depositor's hits bear a star; . = no result given. Only part of the results is shown (hit frequency here may not be typical).

SMILES	PAD4 inh	PAFAH1B2 FP inh	PAFAH1B3 inh	PAFAH2 FP inh	LYPLA2 inh	pPAFAH inh	LYPLA1 counter	GSTO1 counter	PME-1 inh
CCOC1=NN(c2ncc(C(F)(F)F)cc2Cl)C(=O)/C1=C/N(C)C	-9	6	8	8	3	3	0	0	-2
Cc1c(NC(=O)c2c(O)c3ccccc3n(C)c2=O)c(=O)n(-c2ccccc2)n1C	0	4	15	5	-7	2	2	-2	-2
O=C(CN1CCCCCC1)Nc1cc([N+](=O)[O-])ccc1Cl	0	4	-3	4	18	4	10	57*	-10
COc1ccccc1CNC(=O)C1=CCN(S(=O)(=O)c2ccc(C)cc2)CC1	4	-2	4	-11	5	6	0	3	8
C=CCc1ccccc1OCC(O)CN1CCN(CCN2C(=O)c3cccc4cccc(c34)C2=O)CC1 (configuration not stated)	2	-3	7	0	27*	3	5	-3	-5
CN1CCN(CC(C)(C)NS(=O)(=O)c2ccccc2)CC1	4	4	0	8	.	1	.	.	.
Cc1onc(C(=O)N2CCN(C(c3ccccc3)c3ccccc3)CC2)c1[N+](=O)[O-]	-2	-3	2	-4	1	13	-2	1	-5
CCOC(=O)Cc1csc(-n2sc3ccccc3c2=O)n1	-4	0	-5	-6	-9	10	-11	-13	-3
Cc1nc(Nc2ccc(S(N)(=O)=O)cc2)oc1C	-5	1	6	0	-1	0	-4	8	0
CC1(C)C(=O)Nc2ccccc2N1C(=O)COC(=O)/C=C/c1ccc(OC(F)F)cc1	1	5	5	-3	-3	4	0	0	-6
Cc1cnc(NC(=O)c2ccc3c(c2)OCCO3)s1	1	3	2	3	-5	-3	0	.	-8
NC(=O)c1c(NC(=O)Cn2nc(C(=O)O)c3ccccc3c2=O)sc2c1CCC2	-3	3	7	4	-4	9	-1	22	-12
O=C(NC1=NCCS1)c1ccc(Cl)c(S(=O)(=O)N2CCCC2)c1	-5	-3	11	-3	-2	4	1	-4	-2
O=C1C2C3C=CC(C3)C2C(=O)N1Cc1ccccc1 (configuration not stated)	0	7	1	-3	5	0	-2	4	1
CCOC(=O)C(C)n1cnc2sc(C)c(C)c2c1=O (configuration not stated)	-7	2	1	-12	2	2	2	3	-5
O=C(Nc1ccc(-c2nc3cccnc3s2)cc1)c1ccc(Cl)nc1	0	-3	-1	-12	-1	-5	-1	-5	-3
CC(=O)Nc1ccc(N2CCN(C(C)=O)CC2)cc1	-6	-1	1	8	4	-1	4	6	2
Cc1cccc(C(=O)NCCC(=O)Nc2ccc(C)c(F)c2)c1	0	7	8	4	-5	-6	-4	12	-1
O=C(NCCc1ccccc1)c1ccc2nccnc2c1	-1	3	3	-1	4	1	-1	4	4
COc1ccc(Cl)cc1NC(=O)Cn1nc(-c2ccc(C)cc2)n(C)c1=S	-2	4	-1	8	-5	3	-4	-1	-5
CN(c1ccccc1)S(=O)(=O)c1nnc(NC(=O)COc2ccccc2)s1	2	15	12	-3	-1	11	-1	-10	-6
Cc1ccccc1COc1ccc2oc(C)c(C(=O)O)c2c1	-1	6	2	-4	4	-2	3	2	-4
CC(=O)n1c2ccccc2c2nc3ccccc3nc21	-1	-1	7	2	-5	-5	-1	2	0
Clc1cc(Br)ccc1OCCOCCN1CCCC1	-1	3	5	5	0	-1	2	7	3
COc1ccc(C(=O)NCCn2cc(SCC(=O)Nc3cc(C)on3)c3ccccc32)cc1OC	-1	8	5	4	-2	0	0	3	-5
CCCCc1ccc(NC(=O)CN2C(=O)C3CCCCC3C2=O)cc1 (configuration not stated)	-6	8	11	1	8	13	-1	-8	1
CCOC(=O)c1sc(/N=C/c2c(O)ccc3ccccc23)cc1C	1	6	13	14	3	0	-1	39*	3
CCC(C)(C)NC(=O)C(c1ccc(F)cc1)N(Cc1ccc(OC)cc1)C(=O)c1cnccn1 (configuration not stated)	1	.	.	.	2	-7	0	13	-7
CC1CCc2cccc3c(O)cc(=O)n1c23 (configuration not stated)	-3	2	-1	7	-3	3	0	15	2
Cc1ccc(C(=O)N2CCCC2)cc1S(=O)(=O)Nc1ccccc1	-1	0	4	8	-1	30*	-1	-2	-1
COc1ccc(S(=O)(=O)N(CC(=O)NCC2CCCO2)C2CCCCC2)cc1OC (configuration not stated)	8	-2	4	-7	1	1	0	2	4
Cn1ccnc1SCc1ccc(Cl)cc1Cl	-4	2	-6	-2	-12	-8	-4	1	0
CN(C)C(=O)CSc1nc(-c2ccccc2)nc2c1CCCC2	5	2	5	3	-1	2	-2	-1	6
CCCn1c(N)c(Sc2ccc([N+](=O)[O-])cc2)c(=O)n(CCC)c1=O	6	0	3	-3	-5	-2	-2	7	3
CC(=O)Nc1ccc(Nc2nc(C)nc3c2oc2ccccc23)cc1	-4	8	0	-3	-4	6	6	-1	9
CC(=O)C1=C(O)C(=O)N(c2nccs2)C1c1ccc(Br)cc1 (configuration not stated)	-19	-1	-1	5	-4	-9	1	-5	-7
O=C(CCc1ccccc1)N=C1SC2CS(=O)(=O)CC2N1c1ccccc1 (configuration not stated)	0	3	5	7	-2	5	-1	3	1
CC1(C)CC(=O)c2c(oc3ccc(NS(=O)(=O)c4ccc(C(=O)O)cc4)cc23)C1	0	1	7	0	-4	6	-2	-6	0
CC1CCN(C(=O)COc2ccc(S(=O)(=O)N3CCOCC3)cc2)CC1	-5	0	2	4	-1	7	1	-3	-1
CC(C)(C)c1cc(Br)c(O)c(N=Nc2ccc(S(=O)(=O)N3CCOCC3)cc2)c1	0	11	5	4	6	9	1	9	17

Record cards (already shown). Values in the order: PAD4 inh | PAFAH1B2 FP inh | PAFAH1B3 inh | PAFAH2 FP inh | LYPLA2 inh | pPAFAH inh | LYPLA1 counter | GSTO1 counter | PME-1 inh
CC1CCN(C(=O)COc2ccc(S(=O)(=O)N3CCOCC3)cc2)CC1 across the screens: -5 | 0 | 2 | 4 | -1 | 7 | 1 | -3 | -1
CC(=O)Nc1ccc(Nc2nc(C)nc3c2oc2ccccc23)cc1 across the screens: -4 | 8 | 0 | -3 | -4 | 6 | 6 | -1 | 9
CN(C)C(=O)CSc1nc(-c2ccccc2)nc2c1CCCC2 across the screens: 5 | 2 | 5 | 3 | -1 | 2 | -2 | -1 | 6
CC(C)(C)c1cc(Br)c(O)c(N=Nc2ccc(S(=O)(=O)N3CCOCC3)cc2)c1 across the screens: 0 | 11 | 5 | 4 | 6 | 9 | 1 | 9 | 17

Further structures
SMILES	PAD4 inh	PAFAH1B2 FP inh	PAFAH1B3 inh	PAFAH2 FP inh	LYPLA2 inh	pPAFAH inh	LYPLA1 counter	GSTO1 counter	PME-1 inh
O=C(NNC(=S)Nc1ccc(F)cc1F)c1ccco1	-9	3	6	-4	9	6	0	1	5
Cc1nc(-c2ccccc2)sc1C1(C)CC(c2ccc(C#N)cc2)=NO1 (configuration not stated)	-1	1	11	1	-2	5	-5	1	2
Cc1cc(NC(=O)CC#N)n(-c2ccccc2)n1	2	-3	-4	-1	3	0	2	1	-2
CCOC(=O)C1(Cc2ccccc2)CCCN(C(=O)c2ccc(-n3ccnc3)cc2)C1 (configuration not stated)	6	0	7	0	2	3	0	2	-2
COc1ccc(-c2nsc3c(N4CCN(S(=O)(=O)c5ccccc5F)CC4)ncnc23)cc1	1	3	2	3	3	1	4	1	-4
COc1ccc(CNC(=O)/C=C/c2cc3c(cc2Br)OCO3)cc1	8	-2	8	-4	-3	1	1	8	2
CCOC(=O)c1c(NC(=O)C2=C(C)NC(=S)NC2c2ccc(C)cc2)sc(C)c1C (configuration not stated)	-1	1	6	-10	-20	-2	-10	-1	-16
CCc1ccc(N2CC(C(=O)OCc3nc4ccsc4c(=O)[nH]3)CC2=O)cc1 (configuration not stated)	1	8	11	3	8	22	0	.	-6
Cc1ccc2nc(SCC(=O)c3c[nH]c4ccccc34)[nH]c2c1	8	-1	-5	-8	-31	-14	-13	-18	-19
CC(=O)c1cccc(NC2c3ccccc3C(=O)N2Cc2ccc3c(c2)OCO3)c1 (configuration not stated)	2	2	-7	-5	2	2	0	7	3
COC(=O)C(CCCN1C(=O)c2ccccc2C1=O)(NC(C)=O)c1nnn(C)n1 (configuration not stated)	-2	3	7	1	-8	-2	2	2	-1
CCn1c(C)[n+](Cc2ccccc2)c2ccc(Cl)cc21	-2	5	2	0	-5	4	-7	12	-5
CCN(CC)c1ccc(C(=O)OCc2c(C)noc2C)cc1	0	5	2	9	6	6	-3	8	-3
CC(C)C(NC(=O)c1ccccc1NC(=O)c1ccco1)C(=O)NNC(=O)c1ccncc1 (configuration not stated)	2	9	6	3	2	4	2	7	3
COC(=O)Cc1[nH]c(=S)[nH]c1C(=O)OC	-3	3	10	-7	7	4	-1	13	-8
Nc1c(Cl)cc(-c2csc(N3CCCC3c3nc4cc(Cl)c(Cl)cc4n3CCCO)n2)cc1Cl (configuration not stated)	-10	3	12	-5	-6	6	-7	-9	0
c1csc(-c2ccnc3ncnn23)c1	-4	5	0	1	0	3	1	0	-2
O=C1Nc2ccc(Br)cc2C1=Nc1ccc(-c2nnc3n2CCCCC3)cc1	9	.	.	.	8	6	2	10	1
Cc1ccc(C2C(=O)N(C3CCC(C)CC3)CC(=O)N2C2CC2)cc1 (configuration not stated)	-6	1	-3	5	4	-3	0	5	2
O=C(CN1CCN(CC(=O)Nc2ccccc2F)CC1)Nc1ccc2c(c1)OCCO2	-1	-2	-4	-1	1	4	-2	6	-2
CCCCNC(=O)CSc1nc2ccccc2n1S(=O)(=O)c1ccc(Cl)cc1	1	-5	7	4	-3	1	-3	4	2
Cc1nc2c(ncn2-c2ccccc2)c(=O)n1NC(=O)CN1CCOCC1	-3	2	1	0	-5	4	-1	0	-5
COc1ccc(N=N/C(=C\O)C(=O)c2ccco2)cc1	0	5	9	-2	-5	1	-2	7	1
Cc1cccc(C)c1NC(=O)Nc1cccs1	-1	-2	2	6	-2	-2	2	5	-4
CCn1c(NC(=O)Nc2cccc(C)c2C)cc2sccc21	-2	1	9	15	-1	12	-5	8	1
COc1ccc(C)cc1NC(=O)NNC(=O)c1cc2ccccc2cc1O	-8	8	34*	3	-8	48*	-14	3	26*
COc1cccc(C(c2nnnn2Cc2ccco2)N2CCN(Cc3ccccc3)CC2)c1OC (configuration not stated)	2	6	9	-1	3	3	-3	-4	-2
CCOC(=O)N/N=C\C=C\c1ccco1	-3	1	0	1	0	11	5	2	3
COc1ccc(C2C(C(C)=O)=C(C)N=c3s/c(=C\c4ccc5c(c4)OCO5)c(=O)n32)c(OC)c1 (configuration not stated)	-1	2	0	-12	-1	7	-1	-10	-3
CCCCOC(=O)Nc1ccc(C(=O)OC)cc1	-1	4	6	-5	-5	4	-3	-10	-1
CC(C)(C)NC(=O)C(=O)NNC(=O)COc1ccc(Br)cc1	-5	31*	3	1	2	0	4	2	-1
CCN(CC)c1ccc(NC(=O)Cn2ncc3c(C)n(Cc4ccccc4F)c(C)c3c2=O)c(C)c1	-5	3	-6	4	6	-2	4	3	-3
COc1ccc(-c2[nH]ncc2-c2cnn(-c3ccccc3)c2)c(O)c1	-2	-2	6	-4	-7	6	-1	1	2
O=C(Nc1ccc(C(=O)O)cc1)/C(=C/c1ccc([N+](=O)[O-])cc1)NC(=O)c1ccccc1	-2	-4	5	13	7	-1	1	7	0
O=C(Nc1ccccn1)c1ccc(Br)c(S(=O)(=O)N2CCCC2)c1	-5	2	-4	6	-8	-1	-1	4	-1
Cc1ccc(C(=O)NCCC(=O)N2CCCC2)cc1	-6	1	0	-4	1	2	3	9	-5
Cc1ccc(C)c(N2CCN(C(=O)CN(C)S(=O)(=O)c3cnc[nH]3)CC2)c1	5	2	-1	0	0	3	4	7	-6
